From PubChem BioAssay
PolyA inh = yeast polyadenylation inhibition; S. cerevisiae SKY197-pL101 polyadenylation reporter, beta-gal luminescence; efflux-impaired pdr1/pdr3 knockout yeast; score 100 = 6 SD above DMSO; calls only at 12 µM; 300,000 compounds, 0.02% hits; AID 1875;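 active = lowest replicate activity score at least 50, where 100 means six control SD above control mean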;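 note: yeast exposed to compound for 9 h at 30 °C; higher score means more reporter readthrough which indicates perturbed polyadenylation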
GSK3 alpha inh = human GSK-3 alpha kinase inhibition; P49840; 320,000 compounds, 0.1% hits; AID 2650; ADP-Glo luminescence, 60 min; inhibition, % at 10 µM;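 in the data active = inhibition above about 50%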;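 note: GST-tagged GSK-3 alpha with peptide substrate and 25 µM ATP; 0% = DMSO neutral wells and 100% = GW8510 positive control wells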
Dyrk1A ADPGlo = inhibitors of rat Dyrk1A kinase; Q63470; ADP-Glo luminescence, NFATc1 peptide; inhibition, % at 12.5 µM; 310,000 compounds, 0.43% hits; in the data active = inhibition above about 50%;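 note: plate controls were vehicle with enzyme for no effect and no enzyme for full effect; many of its hits are not listed in these tables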
KCNK9 block = inhibitors of human KCNK9 two-pore domain potassium channel; Q9NPC2; HEK293 KCNK9, FluxOR thallium flux fluorescence; active compounds read low; B-score at 10 µM; 310,000 compounds, 1.2% hits;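 active = ratio B-score over 3 SD below the library mean, with starting fluorescence within 5 SD of its mean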;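 note: negative B-score means less thallium flux so channel inhibition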
GSK3B inh = blocks human GSK3beta kinase activity | P49841 | GST-GSK3beta kinase, ADP-Glo luminescence, 60 min; active compounds read low | activity score (negative = inhibition), % at 10 µM | 300,000 compounds, 0.038% hits | AID 2097;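 active = more than half of replicate wells score below -50%, meaning over 50% inhibition versus plate controls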;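 note: 0% = median DMSO wells and -100% = median GW8510 positive control wells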
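Test system: GST-tagged human GSK3beta kinase, cell-free; evaluation: activity score scaled between in-plate DMSO and GW8510 controls; measured by: ADP-Glo luminescence; incubation: 60 min reaction, RT; benchmarks: DMSO and 20 µM GW8510; reagent: peptide substrate plus 25 µM ATP (final); medium: Tris/MgCl2 kinase buffer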
KCNK3 block = human KCNK3 channel inhibition, primary screen; O14649; CHO-KCNK3 thallium flux, FluxOR fluorescence; active compounds read low; B-score at 10 µM; 340,000 compounds, 0.84% hits; AID 602410;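 active = B-score under library mean minus 4 SD, starting fluorescence ratio at most library mean plus 5 SD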;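 note: more negative B-score means stronger inhibition of thallium flux through KCNK3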
Target sequence (O14649 whole entry, looked up): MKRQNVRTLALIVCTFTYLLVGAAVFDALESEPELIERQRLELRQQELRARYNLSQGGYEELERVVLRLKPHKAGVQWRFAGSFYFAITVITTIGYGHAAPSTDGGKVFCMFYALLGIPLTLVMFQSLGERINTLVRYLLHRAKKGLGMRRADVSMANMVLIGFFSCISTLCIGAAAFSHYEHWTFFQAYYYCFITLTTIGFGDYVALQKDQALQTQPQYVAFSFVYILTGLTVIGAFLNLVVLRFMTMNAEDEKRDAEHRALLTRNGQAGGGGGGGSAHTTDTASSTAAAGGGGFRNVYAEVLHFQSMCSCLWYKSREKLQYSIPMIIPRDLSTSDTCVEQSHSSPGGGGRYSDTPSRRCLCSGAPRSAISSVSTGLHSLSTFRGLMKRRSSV
RGS4 pot = RGS4 potentiation or activation. 310,000 compounds, 0.92% hits. HEK293 M3R/inducible RGS4, carbachol calcium flux Fluo4; active compounds read low. B-score at 10 µM;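 active = B-score of the integrated calcium signal more than 4 SD below the library mean, with starting fluorescence not abnormally high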;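 note: negative B-score means reduced calcium response which marks RGS4 activation or potentiation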
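Detection: kinetic calcium fluorescence imaging with Fluo4-AM dye, 2 µM / Material: HEK293 cells with stable M3R and inducible RGS4 / Schedule: recording 10 s baseline at 1 Hz, 100 s post-agonist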
hERG protect = compounds protecting human hERG from proarrhythmic drug block | Q12809 | CHO-hERG, FluxOR thallium flux, dofetilide IC70 present | activation (rescue from dofetilide block), less the hit threshold, % at 10 µM | 310,000 compounds, 0.51% hits | AID 1511;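 active = activation above the mean of controls blocked by dofetilide plus 5 SD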;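 note: thallium influx through hERG after potassium depolarization seen as dye fluorescence rise; in these data hits start at about 4.7%; inactives centre near -7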
KCNQ1 act = potentiators or activators of human KCNQ1 potassium channel; P51787; CHO-K1 KCNQ1, thallium flux FluxOR fluorescence; active compounds read high; B-score at 10 µM; 310,000 compounds, 0.35% hits; AID 2648;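 active = fluorescence ratio B-score, a plate-corrected score, at least three library SD, with initial intensity B-score within 5 SD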
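Doses: Single concentration per compound, DMSO matched to controls | Test system: KCNQ1-transfected CHO-K1 cells | Timing: 90 min dye loading and 20 min compound exposure, both at room temperature | Measured by: Kinetic FluxOR thallium fluorescence, 10-s 1-Hz baseline, 110-s post-stimulus read | Medium: Assay buffer with matched DMSO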
KCNQ1 inh = inhibitors of human KCNQ1 potassium channel. AID 2642. 310,000 compounds, 1.3% hits. CHO-K1 KCNQ1, FluxOR thallium flux fluorescence; active compounds read high. B-score at 10 µM. P51787;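 active = compounds whose thallium flux B-score, printed positive for inhibition, exceeds three library SD while starting fluorescence stays within three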;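 note: channel opened by potassium depolarization with thallium stimulus after 20 min compound exposure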
HDAC3 inhib = human HDAC3 inhibition | O15379 | recombinant HDAC3, fluorogenic peptide/trypsin coupled, fluorescence | inhibition, % at 8.3 µM | 320,000 compounds, 0.15% hits; in the data active = inhibition above about 26%, passing the limit was not always enough
Target sequence (O15379 whole entry, looked up): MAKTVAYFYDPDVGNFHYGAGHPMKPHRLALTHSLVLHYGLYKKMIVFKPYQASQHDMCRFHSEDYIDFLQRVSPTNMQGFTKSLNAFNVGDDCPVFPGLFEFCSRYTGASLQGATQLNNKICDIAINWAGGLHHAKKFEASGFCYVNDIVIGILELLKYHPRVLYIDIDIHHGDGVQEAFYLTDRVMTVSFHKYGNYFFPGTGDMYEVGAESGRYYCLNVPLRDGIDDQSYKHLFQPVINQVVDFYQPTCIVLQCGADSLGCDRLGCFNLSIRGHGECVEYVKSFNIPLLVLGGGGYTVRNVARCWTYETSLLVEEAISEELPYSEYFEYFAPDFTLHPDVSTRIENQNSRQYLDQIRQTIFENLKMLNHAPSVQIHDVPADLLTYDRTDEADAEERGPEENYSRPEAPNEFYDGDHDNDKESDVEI
* marks the source's active call; other numbers are inactive results; i = inactive; . = not tested or not shown.

Each structure is followed by: PolyA inh	KCNK9 block	KCNK3 block	RGS4 pot	HDAC3 inhib	GSK3B inh	hERG protect	KCNQ1 act	GSK3 alpha inh	Dyrk1A ADPGlo	KCNQ1 inh
1	COCCOc1nc2c(c(=O)n(C)c(=O)n2C)n1CCc1ccccc1
  i	i	i	i	-3	1	-5	i	-1	-3	i
2	OCCNc1nc(Nc2ccccc2)nc(Nc2ccccc2)n1
  i	i	i	i	4	0	-10	i	0	0	i
3	O=C(Cn1nnc(-c2ccccc2)n1)N/N=C/c1ccc(-c2ccc(Cl)cc2)o1
  i	i	i	i	-6	-25	-3	i	-1	-9	i
4	COc1ccc(-c2csc3ncn(-c4ccc(C)cc4)c(=O)c23)cc1OC
  i	i	i	i	0	0	-1	i	0	3	i
5	COc1ccc2c(c1)CCC(C)N2S(=O)(=O)c1ccc(C2CNC(=O)C2)cc1 (stereo unspecified)
  i	i	i	i	6	0	-7	i	-2	11	i
6	Cc1ccnc(SCc2cn3c(C)cccc3n2)n1
  i	i	i	i	5	-1	-8	i	0	2	i
7	CCN(CC)CCNC1=NCCn2c1cc1cc(OC)ccc12
  i	i	i	i	-2	0	1	i	-9	5	i
8	COc1ccc2cc(/C=N/NC(=O)c3c(Cl)cnn3C)c(Cl)nc2c1
  i	i	i	i	-1	1	-6	i	-2	-3	i
9	N/C(COc1ccc(Cl)cc1)=N\NS(=O)(=O)c1ccccc1
  i	i	i	i	2	3	-11	i	-12	-1	i
10	C=CCOc1ccc(/C=N/O)cc1Cl
  i	i	i	i	1	0	-8	i	1	-3	i
11	CCOC(=O)COc1ccc(S(=O)(=O)NC2CC2)cc1
  i	i	i	i	7	-6	-5	i	4	-6	i
12	COc1ccc(NC(=O)/C=C/c2ccc(C)o2)cc1S(=O)(=O)N1CCOCC1
  i	i	i	i	10	-3	-10	i	-2	2	i
13	Cn1c(SCC(=O)NC2CCCCC2)nnc1-c1ccccc1O
  i	i	i	i	-2	1	-9	i	-2	-16	i
14	O=C(O)CCCC(=O)N1CCN(c2cccc(Cl)c2)CC1
  i	i	i	i	-4	-1	-8	i	-1	2	i
15	Cc1ccc(NNC(=O)c2cc(C(C)(C)C)nn2Cc2ccccc2)cc1
  i	i	i	i	8	0	-10	i	2	2	i
16	CCc1nc2ccc(C(=O)NCc3ccc(C)o3)cc2nc1CC
  i	i	i	i	1	-2	-8	i	1	1	i
17	COC(=O)c1sccc1NC(=O)CSCCc1ccccn1
  i	i	i	i	8	1	-13	i	1	11	i
18	COc1ccc(C2CC(c3ccccc3)=NN2C(=O)COC(=O)c2nc3nc(C)cc(C)n3n2)cc1 (stereo unspecified)
  i	i	i	i	-2	1	-15	i	-1	6	i
19	C/C(Cc1ccccc1)=N\NC(=O)CNC(=O)Cc1ccccc1
  i	i	i	i	1	-3	-13	i	2	1	i
20	CC(=O)Nc1ccc(C(=O)OCC(=O)N2CCCC2)cc1
  i	i	i	i	3	1	-6	i	-1	-4	i
21	COc1cc(CCC(=O)OCC(=O)Nc2cccc(S(=O)(=O)N(C)C)c2)cc(OC)c1OC
  i	i	i	i	-8	0	-10	i	0	-2	i
22	Cc1cccc(-n2ncc3c2CCCC3NC(=O)C2(C(N)=O)CC2)c1C (stereo unspecified)
  i	i	i	i	3	0	-15	i	-1	-3	i
23	CCOC(=O)CSc1cc(C(F)(F)F)nc(-c2ccccn2)n1
  i	i	i	i	3	0	-7	i	-2	3	i
24	COc1ccc2nc(SCC(C)=O)c(C#N)cc2c1
  i	i	i	i	0	0	-3	i	5	18	i
25	COCCN(C(=O)Cc1cccs1)c1nnc(-c2cccnc2)s1
  i	i	i	i	-1	2	-6	i	-2	-5	i
26	COc1cccc(-c2nc(CS(=O)(=O)CC(=O)NC3CC3)c(C)o2)c1
  i	i	i	i	-15	1	-6	i	2	-1	i
27	O=S(=O)(Cc1ccc(Cl)cc1)N1CCCCCC1
  i	i	i	i	-2	1	-9	i	0	-8	i
28	COCCNC(=O)C(c1ccc(C)o1)N(C(=O)c1snc(C(N)=O)c1N)c1ccc(C)cc1 (stereo unspecified)
  i	i	i	i	3	0	-12	i	-6	.	i
29	COC(=O)C1(C)NC(c2cccc(C)c2)C2C(=O)N(c3ccc(F)cc3)C(=O)C21 (stereo unspecified)
  i	i	i	i	1	2	-6	i	-2	11	i
30	CSCCC(NC(=O)c1occc1C)C(=O)O (stereo unspecified)
  i	i	i	i	-1	0	-3	i	0	-1	i

Entries by screen from above.
Compounds 8–12 in KCNQ1 inh, in turn: i, i, i, i, i
Compounds 8–12 in KCNQ1 act, in turn: i, i, i, i, i

Next results
Each structure is followed by: PolyA inh	KCNK9 block	KCNK3 block	RGS4 pot	HDAC3 inhib	GSK3B inh	hERG protect	KCNQ1 act	GSK3 alpha inh	Dyrk1A ADPGlo	KCNQ1 inh
31	CC(=O)c1sc(NC(=O)C2(F)C(F)(F)C(F)(F)C(F)(F)C(F)(F)C2(F)F)nc1C
  i	.	i	.	11	3	.	.	-8	-5	.
32	CN1CC(=O)N(CC(=O)Nc2ccc(Br)cc2F)C1=O
  i	i	i	i	-7	0	-7	i	-2	.	i
33	Cc1cc(NS(=O)(=O)c2ccc(Nc3nc(-c4sc(NC(=O)c5ccccc5)nc4C)cs3)cc2)no1
  .	i	.	-11*	4	1	-16	i	15	.	7*
34	CCC(=O)Nc1ccc2c(c1)Cc1cc(NC(=O)CC)ccc1-2
  i	i	i	i	-7	1	0	i	6	.	i
35	CC(=O)c1ccc(NC(=O)Cn2nc(C)c([N+](=O)[O-])c2C)cc1
  i	i	i	i	5	4	2	i	-1	.	i
36	c1ccc(CNc2nc(N3CCOCC3)nc(N3CCOCC3)n2)cc1
  i	i	i	i	3	0	2	i	-2	1	i
37	Cc1ccc2[nH]c(=O)c3cc(C(=O)N4CCN(C(=O)c5ccco5)CC4)sc3c2c1
  i	i	i	i	-17	-1	-10	i	.	14	i
38	CCCCCCC1CC(=O)NC(=S)N1 (stereo unspecified)
  i	i	i	i	0	1	-12	i	-1	-2	i
39	Cc1ccc(NCc2nnc(SCc3ccc(C#N)cc3)n2Cc2ccco2)c(C)c1
  i	-19*	i	i	0	3	-15	i	-4	-6	i
40	COc1ccc(C2/C(=C(/O)c3ccc(C)cc3)C(=O)C(=O)N2c2ccccn2)cc1 (stereo unspecified)
  i	i	i	i	10	1	-3	i	-1	-8	i
41	Cc1cc(Oc2ccc(C#N)cc2)nc(N2CCOCC2)n1
  i	i	i	i	-11	-6	-2	i	-1	4	i
42	Cc1cccc(N2C(=O)N3[C@H](c4ccc(F)cc4)[C@@H]4C(=O)N(C5CCCCC5)C(=O)[C@@H]4[C@]3(Cc3ccccc3)C2=O)c1
  i	i	i	i	1	0	-9	i	1	-1	i
43	CNC(=O)c1sc2nc(-c3ccc(OC)cc3)cn2c1C
  i	i	i	i	3	0	-9	i	2	8	i
44	Cc1cc(C)nc(N(C#N)Cc2ccccc2)n1
  i	i	i	i	-4	0	-10	i	0	14	i
45	CN(C)CCCNC(=S)NCc1ccc(Cl)cc1
  i	i	i	i	-6	3	-3	i	0	1	i
46	Cc1cccc(S(=O)(=O)Nc2nc3ccccc3nc2Nc2ccc3c(c2)OCO3)c1
  i	i	i	i	-1	1	-7	i	1	-4	i
47	CC(C)(C)NC(=O)COC(=O)c1cc(Br)ccc1Cl
  i	i	i	i	-2	1	-10	i	-1	17	i
48	Cc1ccc(C(=O)N/N=C\c2ccc[nH]2)cc1[N+](=O)[O-]
  i	i	i	i	1	-1	-6	i	-1	11	i
49	N#Cc1ccc(NCC(=O)Nc2ccc3c(c2)OCCO3)cc1
  i	i	i	i	-3	-3	-12	i	-4	1	i
50	CCCCOc1ccc(Br)cc1CSC(=N)N
  i	i	i	i	.	2	-15	i	.	-1	7*
51	Cc1cccc(NC(=S)NCc2cccs2)c1
  i	i	i	i	0	-1	-10	i	-1	1	i
52	O=C(COC(=O)c1ccc(Cl)c(S(=O)(=O)NCc2ccccc2)c1)NCC1CCCO1 (stereo unspecified)
  i	i	i	i	2	-4	-11	i	0	3	i
53	CC(C(=O)OCC(=O)c1cccc([N+](=O)[O-])c1)N1C(=O)C2C3CCC(C3)C2C1=O (stereo unspecified)
  i	i	i	i	4	1	-11	i	1	0	i
54	Cc1ccc(NC(=S)N(CCCN(C)C)Cc2cc3cc4c(cc3[nH]c2=O)OCO4)cc1
  i	i	i	i	6	-1	-5	i	1	0	i

Of the compounds above, four contain two or more sulfur atoms:
Each structure is followed by: PolyA inh	KCNK9 block	KCNK3 block	RGS4 pot	HDAC3 inhib	GSK3B inh	hERG protect	KCNQ1 act	GSK3 alpha inh	Dyrk1A ADPGlo	KCNQ1 inh
17	COC(=O)c1sccc1NC(=O)CSCCc1ccccn1
  i	i	i	i	8	1	-13	i	1	11	i
25	COCCN(C(=O)Cc1cccs1)c1nnc(-c2cccnc2)s1
  i	i	i	i	-1	2	-6	i	-2	-5	i
33	Cc1cc(NS(=O)(=O)c2ccc(Nc3nc(-c4sc(NC(=O)c5ccccc5)nc4C)cs3)cc2)no1
  .	i	.	-11*	4	1	-16	i	15	.	7*
51	Cc1cccc(NC(=S)NCc2cccs2)c1
  i	i	i	i	0	-1	-10	i	-1	1	i

These rows are one share of the data; count on the stated rates, not on these rows.
